High-throughput results deposited in PubChem by National Center for Advancing Translational Sciences (NCATS).
HBB splicing: alters splicing of the hemoglobin beta chain | HBB splicing reporter cell assay, activation; EGFP reporter with mutant IVS2-654 intron; response scale: normalised to 500 nM splice-correcting PNA | Potency, µM (top dose mostly 46.1 µM), for the others: at the highest dose activation, hits mostly activators | 0.06% of 65,000 active | AID 925; further: potency means the concentration at half of the fitted maximal effect; 0% is about no effect
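Compounds were applied for 2 days to HeLa EGFP-654 cells, 500/well in Optimem with 2% FCS. The reporter's EGFP is disrupted by mis-splicing of beta-globin intron IVS2-654. Readout: summed well GFP fluorescence from 488 nm laser scanning; reference was 500 nM antisense […] 654 PNA.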
BRCT PPI green: blocks human BRCA1 BRCT binding to phosphopeptide, green readout; P38398; BRCA1 BRCT-phosphopeptide binding, green fluorescence polarization; Potency, µM (highest dose often 76.9 µM), for inactives: at the highest dose activity change, negative = inhibition, hits mostly inhibitors; 0.05% of 75,000 active; AID 875;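 further: potency means the concentration at half of the fitted maximal effect; plate controls were peptide without protein for full effect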
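Compounds were incubated for 12 min at room temperature with a complex of 100 nM fluorescein-tagged pBACH1 decapeptide and 250 nM His-tagged BRCT protein. Buffer was phosphate pH 7.3 with EDTA, DTT and Tween 20. Disruption of binding lowers the polarization signal.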
DNA Pol III inh: blocks replication by bacterial DNA polymerase III holoenzyme; reconstituted DNA polymerase III holoenzyme replication, biochemical; Potency, µM (doses to about 57.1 µM), inactives show at the top dose activity change, negative = inhibition; 0.25% of 71,000 active; AID 603; further: potency means the concentration at half of the fitted maximal effect; on the % scale 0 is the no-effect control and ±100 the full control effect
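Reconstituted *E. coli* holoenzyme (0.35 nM Pol III, 1 nM beta, 154 nM SSB, 2 nM primase) was preincubated with compound for 15 min at RT. Synthesis on 1.4 nM ssM13Gori ran 35 min, then was stopped with PicoGreen/EDTA and read as dsDNA fluorescence.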
HADH2 inh: HADH2 (human) dehydrogenase inhibition; AID 886; 3.4% of 73,000 active; recombinant HADH2, NADH fluorescence, beta-hydroxybutyryl-CoA; Q99714; Potency, µM (top dose mostly 57.1 µM), for inactives: at the highest dose activity change, negative = inhibition, most hits filed as inhibitors; further: potency means the concentration at half of the fitted maximal effect; on the % scale 0 is the no-effect control and ±100 the full control effect; nearly all actives have a fitted effect of over 60% in size; many of its hits are not listed in these tables
Target sequence (Q99714 whole entry, looked up, one chain of several): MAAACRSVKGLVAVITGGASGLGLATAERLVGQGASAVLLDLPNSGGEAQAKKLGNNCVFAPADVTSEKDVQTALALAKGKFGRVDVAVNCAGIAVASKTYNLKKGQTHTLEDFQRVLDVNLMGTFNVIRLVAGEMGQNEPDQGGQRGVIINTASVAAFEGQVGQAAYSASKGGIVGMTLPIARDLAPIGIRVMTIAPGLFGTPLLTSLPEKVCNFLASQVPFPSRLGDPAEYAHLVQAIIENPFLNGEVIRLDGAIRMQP
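Read-out: 360 nm excitation, 450 nm emission, kinetic over 4 min. Conditions: His-tagged human HADH2 20 nM, pH 9.0 Tris with Tween-20, 1 mM NAD+, 90 uM beta-hydroxybutyryl-CoA.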
Epigenetic mod: epigenetic modulators derepressing GFP locus in mouse cells; mouse C127i GFP locus derepression, cytometry, 30 h; Potency, µM (series often up to 46.1 µM), for inactives: top-dose GFP derepression (activation); 0.09% of 68,000 active; AID 597; further: % of control where 0% means no effect
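Read-out is the number of GFP-positive cells, scored as fluorescent objects 20 to 120 um wide, reflecting derepression of a silenced CMV-GFP reporter in murine C127i cells after 30 h compound exposure at 37 C.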
Hsp90 Hop PPI: changes Hsp90-Hop TPR2A binding signal, up or down; AlphaScreen TPR2A-His6 binding biotin-Hsp90 C-terminal peptide; Potency, µM (titrated, usually from 57 µM), for inactives: top-dose activity change, negative = inhibition; 0.44% of 71,000 active; AID 595; active means well fitted curve in either direction with a large enough effect; inconclusive means small, poorly fitted or top-dose-only effect, or another doubt; further: potency means the concentration at half of the fitted maximal effect; on the % scale 0 is the no-effect control and ±100 the full control effect; many of its hits are not listed in these tables
USP2a inhib: blocks human ubiquitin-specific protease USP2a. O75604. USP2a enzymatic assay, qHTS inhibition. Potency, µM (doses to about 38.3 µM), for the others: top-dose activity change, negative = inhibition, hits mostly inhibitors. 0.1% of 60,000 active;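 further: potency means the concentration at half of the fitted maximal effect; nearly all actives have a fitted effect of over 60% in size; plate controls were DMSO for no effect and NEM full inhibition control for full effect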
Target sequence (O75604 whole entry, looked up): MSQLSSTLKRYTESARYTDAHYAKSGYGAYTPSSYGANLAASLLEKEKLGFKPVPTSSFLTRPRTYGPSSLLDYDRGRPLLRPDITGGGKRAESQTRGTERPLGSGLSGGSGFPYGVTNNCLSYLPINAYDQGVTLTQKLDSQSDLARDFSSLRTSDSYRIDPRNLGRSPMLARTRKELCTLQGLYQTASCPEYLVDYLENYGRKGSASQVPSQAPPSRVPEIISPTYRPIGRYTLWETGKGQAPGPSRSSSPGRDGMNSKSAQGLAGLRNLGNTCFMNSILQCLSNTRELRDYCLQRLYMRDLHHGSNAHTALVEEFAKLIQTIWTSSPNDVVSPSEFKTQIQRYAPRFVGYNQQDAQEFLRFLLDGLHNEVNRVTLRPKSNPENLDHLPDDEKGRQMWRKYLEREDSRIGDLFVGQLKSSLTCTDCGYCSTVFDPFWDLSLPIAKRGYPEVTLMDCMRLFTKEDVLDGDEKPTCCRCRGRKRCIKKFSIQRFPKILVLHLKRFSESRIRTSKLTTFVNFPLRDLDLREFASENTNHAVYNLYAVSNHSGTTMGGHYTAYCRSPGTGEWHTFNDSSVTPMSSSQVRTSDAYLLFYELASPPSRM
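Coupled readout: USP2-cleaved Ub-PLA2 (20nM final) turns over NBD C6-HPC (20uM final), Ex 460nm/Em 535nm after 2.5 h, time-zero read flagging artifacts. Enzyme (20nM final, pH 8.0 Tris) given 30 min RT with compound first; NEM defines full inhibition.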
15-hLO inh: blocks human 15-lipoxygenase activity; 1.4% of 74,000 active; AID 887; P16050; purified 15hLO-1, xylenol orange hydroperoxide absorbance; Potency, µM (highest dose often 57.1 µM), without a hit: at the top dose activity change, negative = inhibition, hits mostly inhibitors; further: potency means the concentration at half of the fitted maximal effect; on the % scale 0 is the no-effect control and ±100 the full control effect; nearly all actives have a fitted effect of over 55% in size
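Compounds were preincubated 15 min at room temperature with 40 nM purified human enzyme (25 mM Hepes pH 7.5, 0.01% Triton X-100); 50 uM arachidonic acid reacted 6 min. Fe-xylenol orange detection, 30 min, absorbance ratio 573/405 nm.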
UbGFP stabilizer: inhibits proteasome, raising ubiquitin-GFP reporter fluorescence; Ubiquitin-GFP reporter cells, proteasome inhibition, GFP fluorescence; response scale: untreated = 0%, 10 µM MG-132 = 100%; Potency, µM (doses to about 45.9 µM), for inactives: at the highest dose activation (GFP accumulation), hits mostly activators; 67,000 tested, under 10 active; AID 526; active means well fitted activation curve with a large enough effect, not every such curve was filed as active; inconclusive means small, poorly fitted or top-dose-only effect, or another doubt; inactive means no such curve, though single readings can be large or run the other way; further: potency means the concentration at half of the fitted maximal effect
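U2OS cells expressing ubiquitin(G76V)-GFP, seeded overnight in 0.5% FBS medium, then treated 4 hr at 37 C across 46 uM to 2.9 nM. GFP-positive cells counted by laser cytometry (488 ex/515 em); %activity scaled between basal and 10 uM MG-132.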
CRE Fsk mod: modulators of forskolin-stimulated CRE signaling in CHO cells. CHO CRE-bla reporter (cAMP response element driving beta-lactamase), forskolin EC10, beta-lactamase ratio. 2.5% of 71,000 active. Potency, µM (titrated, usually from 38.2 µM), for the others: top-dose activity change, negative = inhibition, most hits filed as activators; active means well fitted activation curve with a large enough effect in the signal ratio, with a control signal flat, not every such curve was filed as active; inconclusive means small, poorly fitted or top-dose-only effect, or effect the other way, or a change in a side signal; the % refers to the signal ratio; further: potency means the concentration at half of the fitted maximal effect; % of control where 0% means no effect
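Forskolin analogue NKH 477 at EC10 stimulated CRE-driven beta-lactamase in CHO cells alongside compound dilution series. Beta-lactamase was measured with CCF4, excitation 405 nm, emission ratio 460/530 nm.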
BRCT PPI red: disrupts BRCA1 BRCT binding to phosphoprotein, red fluorophore readout | P38398 | 0.03% of 75,000 active | Potency, µM (top dose mostly 76.9 µM), for inactives: at the top dose activity change, negative = inhibition, actives largely listed as inhibitors | BRCT-phosphopeptide binding, red fluorescence polarization; further: on the % scale 0 is the no-effect control and ±100 the full control effect
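Rhodamine-labelled pBACH1 10-mer (100 nM) bound to BRCT domain (100 nM) at pH 7.3; compounds incubated 12 min room temperature, polarization read. Free peptide defines full inhibition; unlabelled decapeptide titrated as control.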
Numbers without * were called inactive; ? = inconclusive; . = no result given; & = joins results of further samples; [ ] = remark or other dose. Unless noted, the call rests on the fitted dose curve; in most records, active means well fitted curve in the direction sought with a large enough effect; inconclusive means small, poorly fitted or top-dose-only effect, or another doubt; inactive means no such curve, though single readings can be large; an effect the other way counts as inactive or inconclusive.

Under each structure: HBB splicing	BRCT PPI green	DNA Pol III inh	HADH2 inh	Epigenetic mod	Hsp90 Hop PPI	USP2a inhib	15-hLO inh	UbGFP stabilizer	CRE Fsk mod	BRCT PPI red
COc1cc(C(=O)Nc2cc(C)c(OCC(=O)N3CCOCC3)c(C)c2)cc(OC)c1OC
  -0.3%[9.22 µM]	-1.1%	-2%	3%	-2%	-2%	7%	5%	-5%	?	0.2%
CCN(CC)CCOC(=O)c1cccc(OC)c1
  -5.4%[0.369 µM]	-0.6%	4%	-3%	2%	-3%	-3%	9%	0%	7%	0.9%
NS(=O)(=O)c1ccc(NC(=O)CSC2=NC(=O)C(c3ccccc3)C(=O)N2)cc1 (configuration not stated)
  -0.6%	-0.7%	-9%	-7%	5%	-5%	-1%	7%	15%	3%	-0.6%
Cc1nn(C)c(C)c1S(=O)(=O)N(CC(=O)Nc1nccs1)c1ccc(C(C)C)cc1
  1.7%	0.1%	0%	-1%	3%	-3%	.	-2%	-6%	-17%	0.4%
CCOC(=O)[C@H](N)/C=C(\C)CP(=O)(O)O
  .	-0.1%	-2%	14%	1%	-8%	.	-4%[25.6 µM]	-3%	?	-0.1%
COc1ccc(C2C(C(=O)NCCN3CCOCC3)c3ccccc3C(=O)N2C)cc1OC (configuration not stated)
  -3.0%	-1.0%	-4%	-1%	-3%	-5%	-2%	3%	2%	12%	1.0%
C#CCCCO/N=C1/C[C@@H](O)[C@@H](O)[C@@H]2[C@@H]3C(=O)N(C4CCCCC4)C(=O)[C@H]3CC[C@@H]12
  3.4%[9.22 µM]	-0.8%[15.4 µM]	.	4%[11.4 µM]	.	.	.	4%[11.4 µM]	.	.	-3.1%[15.4 µM]
COc1ccc(-n2nnc3c(=O)n(Cc4ccccc4C)cnc32)cc1
  2.1%[1.84 µM]	-1.0%	-7%	7%	0%	-2%	7%	1%	-9%	17%	0.3%
O=C(CSc1nnc(CN2CCOCC2)n1-c1ccc(Cl)cc1)N1CCc2ccccc21
  -1.0%	-0.4%	3%	3%	2%	?	6%	-6%	9%	-13%	-0.2%
COCCN1Cc2cccc(C(=O)Nc3ccccc3OC)c2C1=O
  -1.6%	-1.6%	4%	5%	0%	-21%	8%	2%	-14%	?	1.2%
Cc1c(C(=O)N2CCCC2)sc(NC(=O)c2cccs2)c1C#N
  3.0%	2.4%	-3%	0%	-1%	-3%	-6%	-2%	2%	0%	0.4%
CCc1nc(N)nc(N)c1-c1ccc(Cl)cc1
  -1.1%	-1.4%[3.08 µM]	-1%	-5%	0%&1%[20.6 µM]	-2%	0%	-5%	3%[20.5 µM]	5%	-0.6%
O=C(COC(=O)c1cccs1)NC1CCCCC1
  0.3%	-0.3%	0%	17%	-2%	-2%	-1%	6%	0%	-6%	0.2%
NC(=O)NC1CCCc2c1[nH]c1ccc(Cl)cc21 (configuration not stated)
  -0.6%	-3.7%	-2%	5%	.	-4%[2.3 µM]	.	?	0%	-16%	-3.1%
COc1ccccc1N1CCN(S(=O)(=O)c2ccc(F)cc2)CC1
  -1.8%	-0.4%	1%	10%	-2%	1%	-2%	-13%	-3%	2%	0.2%
O=C(c1ccc(Br)o1)N1CCN(c2ccccc2F)CC1
  -0.2%	-0.1%	-4%	5%	6%	-4%	-1%	8%	-2%	-11%	-0.3%
O=C(O)CCc1nc(-c2ccc(Cl)cc2)no1
  1.4%[0.369 µM]	-1.4%	-4%	-9%	-2%	0%	3%	5%	.	-18%	0.2%
CC1(C)CC2CC(C)(CN2C(=O)COC(=O)Cn2[nH]c(=O)c3ccccc3c2=O)C1 (configuration not stated)
  1.9%	-0.7%	1%	-6%	4%	-2%	27%	-2%	-9%	15%	-1.9%
COc1nc(-c2ccccc2)ccc1-c1noc(-c2cccs2)n1
  -0.1%	8.1%	8%	-30%	-2%	1%	28%	-14%	-3%	-3%	1.8%
CCOc1ccc(NC(=O)CCC(=O)n2nc(C)cc2C)cc1
  -0.7%	-0.1%	-3%	-12%	-2%	-1%	-6%	13%	0%	-3%	-1.0%
CN(Cc1nnc(SCC(=O)NCCc2ccccc2)n1C)S(=O)(=O)c1ccccc1
  1.2%	0.4%	-1%	16%	2%	-1%	8%	4%	11%	-3%	-0.7%
COC(=O)c1ccc2c(=O)n(CC3CCCO3)c(SCC(=O)Nc3ccccc3OC)nc2c1 (configuration not stated)
  3.8%	-2.3%	-2%	13%	-1%	2%	24%	-11%	13%	13µM*	-0.2%
N#Cc1cc2cc3c(cc2nc1N1CCCCC1)OCCO3
  .	0.0%	-5%	47%[activator]	0%	23%	1%	-17%	-2%	?	0.1%
Clc1ccc(Cc2noc(CN3CCN(c4ccccc4)CC3)n2)c(Cl)c1
  -0.3%	0.8%	-2%	11%	3%	10%	0%	-5%	-7%	-16%	-0.9%
CCCn1c(NCc2cc(OC)ccc2OC)nc2ccccc21
  -1.0%	0.7%	1%	-11%	6%	15%	22%	-2%	1%	-14%	0.0%
CCCn1c(-c2ccc(F)cc2)nc2c(NCCN3CCOCC3)nc(C)nc21
  0.7%	0.1%	-3%	47%[activator]	.	-1%	.	5%	-9%	8%	2.1%
CCC(NC(=O)NCc1ccc2c(c1)OCO2)(C(F)(F)F)C(F)(F)F
  -0.7%	-0.7%	-5%	2%	-3%	2%	3%	-4%	1%	-13%	-0.1%
CN1CCN(c2nc3c(c(=O)[nH]c(=O)n3C)n2CCCSc2ncccn2)CC1
  -3.9%[0.369 µM]	-2.5%	-2%	4%	2%	-6%	0%	-18%	0%	15%	-3.0%
Cc1c(Br)cc(C(=O)O)c(C)c1C
  -0.2%	-1.1%	0%	6%	-4%	1%	6%	13%	7%	-7%	-1.0%
COC(=O)[C@@]1(Cc2ccc(OC)cc2)[C@H]2c3cc(C(=O)N4CCCC4)n(Cc4ccsc4Br)c3C[C@H]2CN1C(=O)c1ccccc1
  -0.5%	-0.2%	8%	0%	.	-22%	.	.	.	-11%	-1.1%
CC(=O)c1ccc(N2CCCC2)c(F)c1
  1.3%	-1.6%	-1%	-14%	3%	4%	0%	0%	3%	?	-1.3%
CN(C)C(=O)c1ccc(-c2ccc3ncnc(NC4CC4)c3c2)cc1
  -0.3%	-3.1%	2%	1%	-4%[9.22 µM]	-7%	58%[activator]	12%	-7%	?	-1.8%
Cc1[nH]nc2c1C(=O)CCC2
  1.1%[57.5 µM]	-1.0%	3%	-1%	3%	-4%	-7%	-16%	3%	3%	-1.0%
C1CCN(c2nc(N3CCCCC3)nc(N3CCNCC3)n2)CC1
  .	-2.0%	-2%	8%	-2%	-2%	?	-14%	2%	1%	-2.1%
c1ccc(Cn2ncc3c2ncn2nc(-c4ccncc4)nc32)cc1
  -1.4%[57.5 µM]	-1.0%	2%	1%	-2%	-4%	5%	-2%	0%	8%	-0.6%
N=c1n(CCN2CCCCC2)c2ccccc2n1CC(O)c1cccc(Br)c1 (configuration not stated)
  -1.0%	-1.6%	1%	-5%	3%	-4%	-3%	1%	10%	?	-0.7%
O=C(c1ccncc1)N1CCC2(CCCN(c3ccccc3)C2)CC1
  2.7%	9.2%	-3%	12%	9%[9.22 µM]	-10%	56%[activator]	2%	1%	0%	0.4%

Some of the compounds tested. The share of hits here may be higher or lower than overall.
